Bioassay records: PubChem BioAssay, several laboratories
IEC-6 cytotox: cytotoxicity in IEC-6 intestinal epithelial cells, primary screen, cytotoxicity control for KLF5 inhibitor project, cell-based, luminescence | IEC-6 cytotoxicity, luminescence viability | inhibition, % at 5 µM | 0.78% of 290,000 active; in the data active = inhibition above about 22%;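 also: 0% = plate median of test compound wells and 100% = cytotoxic reference compound wells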
HSF-1 act: HSF-1 activators, primary screen, NIH3T3-HGL cells, MG132 stress, luminescence, single point; NIH3T3-HGL HSF-1 luciferase reporter, 8 h; 100% = twice DMSO control signal; activation, % at 9 µM; 1.7% of 300,000 active; AID 504408, 2011;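 active = mean replicate activation of at least 50% with a set share of replicates each reaching 50%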;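 also: 0% = median of the neutral control wells and 100% = twice that signal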
AI-2 QS mod: Vibrio harveyi AI-2 quorum sensing modulators, primary screen, JMH597 strain, luminescence/OD600 ratio; AID 2094, 2009; Vibrio harveyi JMH597 AI-2 luminescence/OD600 ratio, 9 h; hits give low values; strain lacks LuxN and CqsS sensors; 0 = neutral-control median; 0.4% of 300,000 active; activity change, % at 7.5 µM; in the data active = activity change below about -75%, passing the limit was not always enough;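 also: luminescence divided by OD600 gain over 9 h not by final OD600 alone; inactives centre near 13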
GSK3 alpha inh: blockers of GSK3A enzyme activity – biochemical, luminescence, cell-free homogeneous, HTS, primary screen | Glycogen synthase kinase-3 alpha (Homo sapiens), P49840 | GSK-3 alpha kinase, ADP-Glo luminescence, 60 min | inhibition, % at 10 µM | 0.1% of 320,000 active | AID 2650, 2010;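 in the data active = inhibition above about 50%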;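 also: GST-tagged GSK-3 alpha with peptide substrate and 25 µM ATP; 0% = DMSO neutral wells and 100% = GW8510 positive control wells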
Target sequence (P49840 whole entry, looked up): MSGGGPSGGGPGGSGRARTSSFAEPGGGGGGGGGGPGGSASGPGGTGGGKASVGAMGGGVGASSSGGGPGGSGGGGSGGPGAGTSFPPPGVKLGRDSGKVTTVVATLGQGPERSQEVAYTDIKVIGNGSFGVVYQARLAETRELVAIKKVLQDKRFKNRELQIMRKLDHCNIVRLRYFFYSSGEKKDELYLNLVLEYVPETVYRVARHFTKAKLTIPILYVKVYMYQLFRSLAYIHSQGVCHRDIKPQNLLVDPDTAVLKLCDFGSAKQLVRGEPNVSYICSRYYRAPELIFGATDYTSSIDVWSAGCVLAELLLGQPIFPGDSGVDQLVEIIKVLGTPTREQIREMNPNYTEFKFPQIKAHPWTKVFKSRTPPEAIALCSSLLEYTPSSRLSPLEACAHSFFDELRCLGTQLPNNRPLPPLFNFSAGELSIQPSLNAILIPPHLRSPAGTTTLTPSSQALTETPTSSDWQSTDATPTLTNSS
GSK3B inh: human GSK3beta kinase inhibitors, primary screen, biochemical, cell-free homogeneous, HTS; GST-GSK3beta kinase, ADP-Glo luminescence, 60 min; hits give low values; activity score (negative = inhibition), % at 10 µM; 0.038% of 300,000 active; AID 2097, 2009;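 active = more than half of replicate wells score below -50%, meaning over 50% inhibition versus plate controls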;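 also: 0% = median DMSO wells and -100% = median GW8510 positive control wells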
Target sequence (P49841 whole entry, looked up): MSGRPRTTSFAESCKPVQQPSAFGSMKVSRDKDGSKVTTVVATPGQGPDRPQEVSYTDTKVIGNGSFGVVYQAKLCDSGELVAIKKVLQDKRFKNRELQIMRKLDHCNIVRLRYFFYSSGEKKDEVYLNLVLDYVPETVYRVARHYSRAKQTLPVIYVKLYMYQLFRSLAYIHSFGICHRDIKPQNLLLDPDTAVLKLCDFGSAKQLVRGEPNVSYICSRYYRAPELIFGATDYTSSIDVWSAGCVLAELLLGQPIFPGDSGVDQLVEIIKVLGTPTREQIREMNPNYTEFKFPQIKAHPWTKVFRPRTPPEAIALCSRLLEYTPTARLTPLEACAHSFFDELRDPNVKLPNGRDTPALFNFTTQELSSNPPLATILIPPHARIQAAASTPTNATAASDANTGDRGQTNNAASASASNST
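Test system – GST-tagged human GSK3beta kinase, cell-free · Incubation – 60 min enzyme reaction, room temperature · Signal – ADP-Glo luminescence · Also added – peptide substrate and ATP at 25 µM · Controls – DMSO neutral wells and GW8510 at 20 µM as positive · Buffer or medium – Tris/MgCl2 kinase buffer · Measure – Luminescence-derived activity versus plate DMSO and GW8510 wells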
aSyn 5UTR inh: MLPCN primary screen, SNCA 5' untranslated region | 0.82% of 300,000 active | AID 1813, 2009 | inhibition, % (tested at 7.5 µM) | alpha-synuclein 5'UTR reporter, inhibitor activity; in the data active = inhibition above about 60%;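 also: H4 neuroglioblastoma cells stably carrying SNCA 5'UTR luciferase fusion; 0% = DMSO wells and 100% = positive control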
HSP90 refold inh: HSP90 inhibitors, primary screen, cell lysate, luminescence | AID 1789, 2009 | Heat shock protein HSP 90 (rabbit reticulocyte lysate; luciferase refolding) | inhibition, % at 5.6 µM | 0.91% of 290,000 active | Rabbit reticulocyte lysate, luciferase refolding luminescence, 3 h;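 active = inhibition above the screen-wide mean plus 3 SD, computed separately per campaign, cut at about 16% in these data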;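 also: 0% = DMSO wells and 100% = 60 µM geldanamycin wells; inhibitors lower the luminescence because luciferase stays unfolded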
KLF5 inhibitor: KLF5 expression inhibitors, primary screen, DLD-1 cells, luminescence. 0.23% of 290,000 active. inhibition, % at 5 µM. DLD-1 KLF5 promoter-luciferase reporter;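 active = inhibition above a per-plate limit of that plate's mean compound inhibition plus 3 SD, cut at about 60% in these data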;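 also: 0% = DMSO wells and 100% = LY294002 at 200 µM; higher means less KLF5 promoter-driven luciferase light; inactives centre near -14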
HIF act: HIF pathway transcriptional activators, primary screen, cell-based, U2OS HRE-luciferase, luminescence. U2OS HRE-luciferase reporter; normalized: DMSO 0%, desferrioxamine 100%. 0.32% of 300,000 active. AID 1910, 2009. activation, % at 7.5 µM (by protocol);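 active = mean activation of at least 10% of the iron chelator positive control signal, with at least half of replicates also reaching 10%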
HSF1 inh: HSF1 inhibitors in luciferase reporter cells, primary screen, cell-based, NIH3T3, luminescence | NIH3T3-HGL HSE-luciferase, MG132-induced, luminescence 8 h; hits give low values | activity change, negative = inhibition, % at 7.5 µM (by protocol) | 0.77% of 300,000 active | AID 2098, 2009;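 active = more than half of replicate wells show activity change below -50%, luminescence cut by over half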;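 also: luciferase reports HSF-1 transcriptional activity via heat shock element; 0% = median of DMSO wells and -100% = zero luminescence signal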
* = called active by the depositor; / = no result given. Random draw from the library. Share with any hit: about 4.7%.

Compound	IEC-6 cytotox	HSF-1 act	AI-2 QS mod	GSK3 alpha inh	GSK3B inh	aSyn 5UTR inh	HSP90 refold inh	KLF5 inhibitor	HIF act	HSF1 inh
COC(=O)C(=O)Nc1nnc(COc2ccccc2)s1	0	-4	32	-6	1	-15	1	-3	-11	-4
COC(=O)c1ccc(Cn2nc(C)cc2C)cc1	-3	-2	10	1	1	-71	24*	-34	1.7	0
CNCC(=O)Nc1c(C)n[nH]c1C	-3	-7	22	-1	3	-8	0	29	-0.7	-8
CCOC(=O)C1(CCc2ccccc2)CCN(Cc2cccc3nccnc23)CC1	2	/	8	0	0	4	2	5	-0.7	/
O=c1c2c(nc3cc(-c4ccc(F)cc4)[nH]n13)CCCC2	2	-7	10	-1	3	-17	18*	-105	-0.4	3
COc1ccc(C(=O)NC(=S)N2CCCc3ccccc32)cc1OC	0	13	10	-1	1	-6	2	-9	-0.1	-4
CSc1cccc(NC(=O)CSc2ccc(C)cc2)c1	0	20	7	-4	1	-26	-3	-19	1.5	-7
COc1cccc(NC(=O)C/C(C)=N/NC(=O)c2ccccc2Cl)c1	5	10	20	2	-1	19	-5	-37	0.4	4
COc1cc(CN2CCNC(=O)C2CC(=O)N(C)Cc2cccnc2)cc(OC)c1 (centres undefined)	-5	0	15	-1	2	-12	3	-15	-0.3	-2
Cc1ccc(C)c(N(C(=O)c2csnn2)C(C(=O)NC2CCCC2)c2ccncc2)c1 (centres undefined)	-2	9	-3	-2	0	6	0	11	0.6	-3
CCOC(=O)C1CCN(C(=O)CCc2nnc3ccc(N4CCC(C)CC4)nn23)CC1	1	-1	14	1	0	23	-6	-11	0.2	0
CCN1CCN(c2ccc(N=Cc3ccc(O)cc3O)cc2)CC1	-2	28	15	1	4	13	0	13	0.9	2
O=C(Nc1ccccc1)Oc1ccccc1N1CCOCC1	-14	5	1	-2	-9	-16	-2	-1	0.0	-9
Cc1oc2c(CN3CCCC(C)C3)c(O)ccc2c(=O)c1-c1ccccc1 (centres undefined)	7	-19	2	-1	-1	-1	-2	7	-0.3	0
Cc1ccc(S(=O)(=O)N2CCC(C(=O)NCCCN3CCCC3=O)CC2)cc1C	-2	3	18	1	4	9	-5	-18	0.4	-5
Fc1ccc(NC(=S)NC2CCCCC2)c(F)c1F	-5	-9	23	-3	-1	19	4	-6	-0.3	4
COc1cc(OC)cc(C(=O)Nc2ccc(-c3nc4ccccc4o3)cc2)c1	3	-2	11	3	3	-53	3	8	0.0	2
CCN(CC)CCNC(=O)C(C(=O)c1ccccc1)n1ccccc1=O (centres undefined)	4	4	25	1	3	-11	-1	-12	0.0	-3
O=C1CCCC/C1=C\Nc1ccc(Cl)cn1	12	-3	28	1	-3	-116	-3	-1	2.5	4
Cc1cc(NC(=O)CSc2n[nH]c(N)n2)no1	1	-1	20	0	-3	18	-3	-5	0.1	5
CCCCc1nnc(NC(=O)c2ccc(-n3cncn3)c([N+](=O)[O-])c2)s1	/	-9	43	-2	-1	-14	/	/	0.0	-10
O=C(CCNS(=O)(=O)c1ccc(Br)cc1)N1CCN(c2ccccc2O)CC1	/	2	50	/	0	12	/	/	-0.2	7
CCc1nnc(NC(=O)CCC(=O)N2CCCC(O)C2)s1 (centres undefined)	-3	3	16	-2	3	15	-2	1	0.2	-5
c1ccc(CN2CCN(c3nc4ccccc4c4ccccc34)CC2)cc1	4	13	4	-2	1	-4	3	12	-0.2	-5
CC(C)(C)C(=O)Nc1ccc(S(=O)(=O)N2CCC(c3nc4ccccc4[nH]3)CC2)cc1	/	-19	14	0	0	1	/	/	-2.0	-7
Cc1ccccc1OCc1nc2ccccc2c(=O)n1/N=C/c1ccco1	-1	15	24	0	1	-66	-5	-31	0.6	10
CC(C)Cn1c(SCC(=O)NCc2ccc(Cl)cc2)nnc1-c1cccc(S(=O)(=O)N2CCOCC2)c1	-4	-10	18	-5	-3	10	5	-28	0.2	5
CC(=O)c1ccc(NC(=O)CSc2nnc(Cn3cnc4ccccc43)o2)cc1	1	4	22	-1	1	3	-2	7	-0.6	-6
CC/S(C)=N/S(=O)(=O)c1ccc(C)cc1 (centres undefined)	11	-6	8	6	-2	16	4	-4	-0.4	-10
COc1ccc([N+](=O)[O-])cc1NC(=O)C(C)Sc1ccc(C)cc1 (centres undefined)	0	5	9	-3	1	1	3	24	-0.7	5
CSc1nc(C)cc(NC(N)=O)n1	4	-14	31	/	0	1	2	-5	-0.6	-5
CCNC(=S)N1CCN(c2ncccn2)CC1	0	-11	-1	-3	2	5	3	-36	0.0	-5
CC(=O)CSc1cc(-c2ccccc2)nc2ncnn12	-4	41	19	-1	-2	4	0	-25	-0.3	20
Cc1ccc2nc(C3CCCN(C(=O)NCc4ccccc4)C3)[nH]c2c1 (centres undefined)	2	8	5	1	0	17	0	9	0.4	10
Cc1ccc(-c2cnc(NCc3cc4c(cc3[N+](=O)[O-])OCO4)n2C)cc1C	0	-5	16	0	-2	-13	-5	3	-0.2	-2
O=C(CC1C(=O)N(c2ccccc2)C(=O)N1Cc1ccco1)Nc1ccccc1 (centres undefined)	4	-34	13	1	4	-9	4	2	-0.1	-17
Cc1cc(C)c2cc(C(=O)Nc3ccccc3)[nH]c2c1	-5	37	20	1	0	-81	-2	-146	4.1	21
CC(=O)N(/N=C/c1ccc([N+](=O)[O-])o1)c1nc2ccccc2c(=O)n1-c1ccccc1	55*	5	12	-1	0	-61	4	14	-0.6	-10
COc1ccc(CNC(C)C2COc3ccccc3O2)c(OC)c1 (centres undefined)	3	23	20	9	-2	14	2	-7	-0.5	1
COc1ccccc1-c1c(C)nn2c(N3CCN(Cc4ccccc4)CC3)cc(C)nc12	3	39	-5	0	-4	12	2	2	-0.2	20
O=C1CCCC2=C1C(c1ccccc1)n1c(s/c(=C/c3cccc(F)c3)c1=O)=N2 (centres undefined)	0	-5	5	4	3	-29	2	-13	-0.6	14
O=C(CCCN1C(=O)CSc2ncccc21)N1CCN(Cc2ccccc2)CC1	-2	4	7	1	1	9	-2	-12	/	0
C=CCc1cc(/C=N/NC(=O)CSc2nnc(CCCc3ccc(OC)cc3)o2)cc(OC)c1O	2	11	17	-1	1	-17	3	-5	-0.1	3
Cc1cccc(C)c1NC(=S)N(Cc1ccccc1)Cc1cccnc1	7	19	11	/	0	-26	2	-27	-0.2	-4
CCCOc1ccc(CNC(=S)N/N=C/c2ccc([N+](=O)[O-])cc2)cc1	-1	19	29	-1	1	-28	1	-27	0.4	12
O=C(NC(Cc1ccccc1)C(=O)O)/C(=C\c1ccc(F)cc1)NC(=O)c1ccccc1 (centres undefined)	0	-4	14	-4	8	25	-3	-10	-0.3	2
Nn1cnnc1SCC(=O)Nc1ccc2c(c1)OCO2	-1	26	26	-1	-4	-8	0	-8	-1.0	-10
COc1ccc(S(=O)(=O)NCC2CCC(C(=O)NCc3ccco3)CC2)cc1 (centres undefined)	1	-2	21	3	-2	-2	3	3	-0.5	-1
O=C(c1ccc(CSc2nc3ccncc3[nH]2)cc1)N1CCCCC1	0	5	13	1	-1	-16	4	-8	1.1	7
COc1ccc2nc(NC(=O)CN3CCN(C)CC3)sc2c1	-2	19	6	17	-3	-34	3	-51	0.2	-3

Some of the entries so far, field by field.
molecule: O=C(CCCN1C(=O)CSc2ncccc21)N1CCN(Cc2ccccc2)CC1
  IEC-6 cytotox = -2 | HSF-1 act = 4 | AI-2 QS mod = 7 | GSK3 alpha inh = 1 | GSK3B inh = 1 | aSyn 5UTR inh = 9 | HSP90 refold inh = -2 | KLF5 inhibitor = -12 | HIF act = / | HSF1 inh = 0

molecule: Cc1ccccc1OCc1nc2ccccc2c(=O)n1/N=C/c1ccco1
  IEC-6 cytotox = -1 | HSF-1 act = 15 | AI-2 QS mod = 24 | GSK3 alpha inh = 0 | GSK3B inh = 1 | aSyn 5UTR inh = -66 | HSP90 refold inh = -5 | KLF5 inhibitor = -31 | HIF act = 0.6 | HSF1 inh = 10

(further entries)
Compound	IEC-6 cytotox	HSF-1 act	AI-2 QS mod	GSK3 alpha inh	GSK3B inh	aSyn 5UTR inh	HSP90 refold inh	KLF5 inhibitor	HIF act	HSF1 inh
Cc1ccc(C)n1NC(=O)c1ccco1	0	2	32	1	7	12	2	-7	0.0	2
O=C(NCc1ccco1)C(c1ccccc1)N(CC1CCCO1)C(=O)Cn1nnc2ccccc21 (centres undefined)	-1	-8	28	-3	0	-19	-2	4	0.3	3
COc1nc(Nc2cccc(C)c2)nc(N2CCCCC2)n1	4	20	31	1	2	-12	3	-43	0.5	7
COc1cccc(-c2coc3c(C)c4oc(=O)c(CC(=O)O)c(C)c4cc23)c1	-4	-9	0	-1	-1	-13	8	-7	-1.5	2
CCCCn1nc2cc(C(=O)NCCCCc3ccccc3)ccc2c1OCC	-6	10	19	5	2	2	0	-22	-0.5	8
Cc1noc(C)c1S(=O)(=O)N1CCCC(C(=O)c2cccc(OC(C)C)c2)C1 (centres undefined)	-3	-2	15	-2	0	10	0	-17	0.6	-4
CCN1CCN(CCCNC(=O)CCc2nc(-c3ccc(OC)cc3)no2)CC1	7	-3	6	6	3	-23	-3	-15	-0.3	-3
Cc1sc(NC(=O)CCCC(=O)O)c(C#N)c1C	7	5	-9	8	3	3	2	-5	-1.1	3
O=C(O)c1ccccc1C(=O)c1ccc(Oc2ccccc2)cc1	-2	7	51	-9	6	-13	-6	-48	0.9	-6
Cc1ccc(NC(=O)c2cccs2)cc1NC(=O)c1cccc(F)c1	1	58*	/	-1	/	-1	5	-33	-0.6	6
O=C(Nc1cccc(C(F)(F)F)c1)c1cc2c(=O)c3ccccc3oc2nc1C(F)(F)F	8	6	18	-3	-6	-11	6	13	1.3	11
O=C(CSCC(=O)Nc1cccc2ccccc12)Nc1cccc2ccccc12	6	-2	-1	-2	-1	18	0	-23	-0.2	5
COCCC(=O)N1CCC(Oc2ccc(C(=O)NC(C)CCn3cccn3)cc2)CC1 (centres undefined)	3	-9	5	-3	1	1	0	-44	-0.2	1
O=C(Nc1ccc(F)cc1F)c1csc(-c2ccccc2)n1	-4	12	0	1	-3	-95	-2	-8	2.9	14
CCOC(=O)C1CN(S(=O)(=O)c2ccccc2)c2cc(S(=O)(=O)CC)ccc2O1 (centres undefined)	0	8	-6	1	2	16	6	5	0.0	-5
NC(=O)c1ccccc1OCc1nnc(-c2ccccc2Br)o1	2	34	11	0	3	-57	-3	-98	0.7	11
O=C(CCN1CCCCC1)c1ccc2c(c1)OCCO2	0	-4	21	-5	1	31	0	-7	-0.4	2
